Ins promoter up: MIN6 insulin promoter up-regulation | MIN6 insulin promoter-GFP reporter, high-content imaging; hits give high values | z-score at 5 µM | 190,000 tested, 0.3% active;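 active = z-score above 3 at 5 µM with at least 500 cells counted in the well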
Yfh1-depleted yeast: enhancers of respiration in Yfh1-depleted yeast, dose response, Friedreich's ataxia, plus single-dose screen (AID 1465). S. cerevisiae Yfh1-off respiration, WST-1 reduction, 72 h; higher fold induction means a stronger effect. fold induction at 50 µM, or EC50 in µM where a hit was titrated. 220,000 tested, 0.074% active;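 active = fold induction of absorbance versus untreated yeast above a set limit, then at least 30% activation at any dose in follow-up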;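 also: activators that raise dye reduction in frataxin-depleted yeast; strong numbers were not always called active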
Dynein transport: dynein cargo transport inhibition. 3617.4 mouse cells, GR-EGFP nuclear translocation imaging; test concentration mostly 20 µM; stimulated with dexamethasone, 1 µM; hits give low values. z-score, hits read low. 220,000 tested, 0.47% active;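 active = plate z-score of nuclear minus cytoplasmic receptor signal below a set negative limit, without overly bright fluorescence or cell loss, cut at about -3.5 in these data, passing the limit was not always enough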;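 also: z-score of nuclear minus cytoplasmic ring GR-EGFP intensity difference per well; some compounds called inactive have numbers as strong as hits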
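Buffer or medium: tetracycline-free induction medium containing charcoal-stripped FBS / Reagent: dexamethasone agonist, 1.0 µM final, for 30 min / Technique: automated 10x imaging of fixed Hoechst-stained cells / Times: induction 48 h, compound 1 h, agonist 30 min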
P. falciparum M17LAP: P. falciparum M17LAP inhibitors, primary screen, biochemical, fluorogenic H-Leu-NHMec substrate, 1536-well (AID 1619) | recombinant M17LAP, H-Leu-NHMec fluorogenic kinetic assay; higher % means a stronger effect | inhibition, % at 30 µM; hits with a dose series show IC50 in µM | 220,000 tested, 0.38% active;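 active = compound inhibiting the enzyme by more than half at any dose during confirmatory dose-response retesting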;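 also: plate controls were full reaction with DMSO carrier for no effect and no enzyme background for full effect; strong numbers were not always called active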
Hep lipid drop: modulators of hepatic lipid droplet formation; AML12 mouse hepatocytes, oleate lipid droplets, BODIPY imaging; inhibition, % at 6.5 µM; 240,000 tested, 0.4% active;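 active = lipid droplet intensity inhibited by at least 50%, with more than 500 cells counted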
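System: AML12 hepatocytes (mouse). Probe or stimulus: oleic acid at 100 µM to induce lipid droplet formation. Times: overnight treatment with compound plus oleate. Detection: Image-based BODIPY and DAPI two-channel analysis. Evaluation: percent inhibition of filter-corrected integrated lipid droplet intensity per well.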
Autophagy HCS: modulators of autophagy; AID 463193; MEF GFP-LC3 puncta imaging; test concentration mostly 10 µM; calls only at 10 µM (by protocol); 190,000 tested, 0.98% active;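 active = percentage of spot-positive cells more than 3 SD above its plate mean, without a fluorescence outlier flag or 80% toxicity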;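 also: spot-positive cell cutoff set from DMSO-treated cells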
CSM14.1 death rescue: rescue of cells from ER stress-induced death, primary screen, 384-well, CSM14.1, thapsigargin, ATP luminescence (AID 1222); CSM14.1 thapsigargin-induced death rescue, ATP luminescence; higher % means a stronger effect; cellular ATP content (survival), % at 20 µM; hits with a dose series show EC50 in µM; 190,000 tested, under 10 active;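 active = EC50 below 50 µM in the dose-response confirmation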;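 also: death triggered by thapsigargin at about 15 µM added after 2 h compound pretreatment; cell ATP read after overnight thapsigargin exposure of roughly 18 to 22 hours; normalized against plate controls of thapsigargin alone and 5% DMSO vehicle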
M1AAP inhibition: malaria alanyl aminopeptidase activity blockers – biochemical, fluorogenic H-Leu-NHMec substrate, 1536-well (AID 1445); recombinant M1AAP, H-Leu-NHMec fluorogenic kinetic assay; higher % means a stronger effect; one-dose inhibition, % at 30 µM; IC50 in µM for titrated hits; 220,000 tested, 0.42% active;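 active = primary inhibition above the hit cutoff, then over 50% inhibition at one or more dose response concentrations, cut at about 23% in these data, passing the limit was not always enough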;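 also: plate controls were DMSO full reaction for no effect and no enzyme background for full effect; strong numbers were not always called active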
MT stabilize HCS: microtubule stabilizers in HeLa cells. HeLa tubulin immunostaining HCS, 24 h; share of cells brighter than vehicle mean+2SD. % tubulin-high responders, % at 10 µM. 200,000 tested, 0.83% active;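 active = plate Z-score above 3 for both tubulin-high and condensed-nucleus cell shares, with cell loss under 80%, at 10 µM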;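 also: anti alpha tubulin signal scored within the nucleus-defined area of each cell; some results filed as inactive read as strong as hits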
Dynein transport cytoplasmic EGFP: recorded beside Dynein transport, whose call it bears; z-score; measured here: cytoplasmic GR-EGFP intensity; hits give high values
Dynein transport nuclear GR-EGFP: recorded beside Dynein transport, whose call it bears; z-score; measured here: nuclear GR-EGFP intensity;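 lower value marks the stronger effect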
Dynein transport cell count: recorded beside Dynein transport, whose call it bears; z-score; measured here: cell count per field
Ins promoter up cell count: second read-out of Ins promoter up, no call of its own (marks repeat the call); cell count; measured here: cytotoxicity, nuclei count;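 total cells summed across four imaged fields per well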
Hep lipid drop cells 6.5 µM: further read-out of Hep lipid drop, marked with its call; cell count; measured here: cell count, cytotoxicity flag;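 cells counted across two imaged fields per well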
MT stabilize HCS Hoechst-high %: also measured in MT stabilize HCS; calls as there; % Hoechst-high responders; measured here: nuclear condensation Hoechst responders;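 share of cells brighter than vehicle mean plus two SD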
MT stabilize HCS cytotoxicity %: also measured in MT stabilize HCS; calls as there; toxicity, %; measured here: cytotoxicity by cell density;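 0% = mean cell density of plate MIN control wells and 100% = no cells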
Autophagy HCS cell loss 18 h: second read-out of Autophagy HCS, no call of its own (marks repeat the call); toxicity, %; measured here: cell loss, nuclei count;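 cell loss after 18 h compound exposure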
Active calls of the source: *; i = inactive; . = no result given; + = active, no number. Rows were taken by chance; any-hit rate near 3.5%.

item	smiles	Dynein transport cytoplasmic EGFP	Hep lipid drop	Autophagy HCS	M1AAP inhibition	CSM14.1 death rescue	Dynein transport cell count	P. falciparum M17LAP	Ins promoter up	MT stabilize HCS Hoechst-high %	Autophagy HCS cell loss 18 h	Dynein transport nuclear GR-EGFP	MT stabilize HCS cytotoxicity %	Hep lipid drop cells 6.5 µM	Yfh1-depleted yeast	Dynein transport	MT stabilize HCS	Ins promoter up cell count
1	COc1ccc(NC(=O)c2cc(S(=O)(=O)N3CCOCC3)cs2)cc1	-0.21	-3	i	10%	-1.2%	-0.013	4%	-0.37	2.1	-5	-0.52	6.3	605	i	-0.68	2.2	1481
2	CCN(CC)c1ccc(C(=O)Nc2cccc(F)c2)cc1	1.8	0	i	1%	-3.6%	0.087	-4%	-1.2	4.6	8	0.29	52	746	i	-0.22	42	1205
3	Cc1ccnc(NC(=O)COc2ccc(Cl)cc2)n1	-0.21	3	.	6%	.	-1	-4%	0.63	.	.	1.3	.	632	i	0.52	.	900
4	COc1ccc(CCNC(=O)CSc2nnnn2Cc2ccc3c(c2)OCO3)cc1OC	-0.21	.	i	4%	0.9%	-0.54	-1%	-0.57	2.8	4	0.58	14	.	i	1.3	1.9	1196
5	COc1ccc2nc(NCCNC(=S)NCCCN3CCOCC3)c(C#N)cc2c1	-0.32	-111	i	7%	-1.3%	1.1	-25%	0.36	3.2	-4	-0.43	9.7	710	i	-0.78	1.8	1123
6	O=S(=O)(/C=C/c1ccccc1)NC1CCCCCCC1	0.093	5	i	3%	0.7%	1	-15%	-0.37	1.6	11	-0.86	2.4	639	i	-0.99	1.7	1379
7	CN1CCC(=O)N(CCSc2ccc(Br)cc2)CC1	-0.66	-2	.	-4%	.	0.12	-4%	.	.	.	-0.35	.	672	i	-0.9	.	.
8	O=C(COC(=O)c1ccc(Cl)nc1)Nc1cc(S(=O)(=O)N2CCCCC2)ccc1Cl	-0.35	23	i	8%	-0.8%	-0.75	5%	-0.2	2.5	3	0.58	10	669	i	0.59	6.3	1220

Pulled one by one from above, two records:
item	smiles	Dynein transport cytoplasmic EGFP	Hep lipid drop	Autophagy HCS	M1AAP inhibition	CSM14.1 death rescue	Dynein transport cell count	P. falciparum M17LAP	Ins promoter up	MT stabilize HCS Hoechst-high %	Autophagy HCS cell loss 18 h	Dynein transport nuclear GR-EGFP	MT stabilize HCS cytotoxicity %	Hep lipid drop cells 6.5 µM	Yfh1-depleted yeast	Dynein transport	MT stabilize HCS	Ins promoter up cell count
1	COc1ccc(NC(=O)c2cc(S(=O)(=O)N3CCOCC3)cs2)cc1	-0.21	-3	i	10%	-1.2%	-0.013	4%	-0.37	2.1	-5	-0.52	6.3	605	i	-0.68	2.2	1481
4	COc1ccc(CCNC(=O)CSc2nnnn2Cc2ccc3c(c2)OCO3)cc1OC	-0.21	.	i	4%	0.9%	-0.54	-1%	-0.57	2.8	4	0.58	14	.	i	1.3	1.9	1196

Additional compounds
item	smiles	Dynein transport cytoplasmic EGFP	Hep lipid drop	Autophagy HCS	M1AAP inhibition	CSM14.1 death rescue	Dynein transport cell count	P. falciparum M17LAP	Ins promoter up	MT stabilize HCS Hoechst-high %	Autophagy HCS cell loss 18 h	Dynein transport nuclear GR-EGFP	MT stabilize HCS cytotoxicity %	Hep lipid drop cells 6.5 µM	Yfh1-depleted yeast	Dynein transport	MT stabilize HCS	Ins promoter up cell count
9	O=C(NCc1ccccn1)C(C(=O)c1cccc([N+](=O)[O-])c1)n1cc(Cl)ccc1=O (centres undefined)	-0.16	16	i	8%	0.5%	-0.39	2%	.	3.0	13	0.55	11	775	i	1.8	2.4	.
10	COCCNC(=O)CCSCc1ccccc1F	-0.17	-3	i	-2%	0.4%	-0.15	8%	-0.15	2.4	-3	0.68	8.0	748	i	0.46	3.9	1147
11	O=c1c(Cl)c(N/N=C/c2ccc(Cl)cc2)cnn1-c1ccccc1	-0.04	10	i	3%	0.2%	-0.42	7%	.	1.5	2	0.64	9.0	691	i	0.61	1.5	.
12	Cc1ccccc1-c1n[nH]c(=S)n1Cc1ccccc1	-0.25	-15	i	3%	0.7%	-1	1%	0.41	1.0	22	0.9	1.0	544	i	0.91	2.4	1644
13	Cc1ccnc(NC(=O)CCC(=O)N(CC(=O)NCc2ccccc2)Cc2ccco2)c1	-0.29	-9	i	5%	-2.2%	0.29	3%	-0.95	1.7	17	0.021	7.6	745	i	-0.25	3.8	1544
14	O=C(COc1ccc(/C=N/NS(=O)(=O)c2ccccc2)cc1)Nc1ccccc1	-0.21	.	i	-2%	-0.5%	0.31	0%	0.35	1.4	4	-0.43	8.1	.	.	-0.8	1.2	1579
15	Cn1c(=O)n(Cc2ccccc2)c(=O)c2c1nc1n2CCN1Cc1ccco1	-0.26	1	i	-1%	2.6%	-0.69	-6%	0.17	2.3	5	0.67	5.3	735	i	-0.19	0.8	1316
16	O=c1cc(-c2ccccc2)nc(N2CCN(Cc3ccccc3)CC2)[nH]1	-0.2	-7	i	0%	-3.2%	-0.11	7%	0.23	2.0	-1	-0.14	21	710	i	-0.74	1.7	1773

(list continues)
item	smiles	Dynein transport cytoplasmic EGFP	Hep lipid drop	Autophagy HCS	M1AAP inhibition	CSM14.1 death rescue	Dynein transport cell count	P. falciparum M17LAP	Ins promoter up	MT stabilize HCS Hoechst-high %	Autophagy HCS cell loss 18 h	Dynein transport nuclear GR-EGFP	MT stabilize HCS cytotoxicity %	Hep lipid drop cells 6.5 µM	Yfh1-depleted yeast	Dynein transport	MT stabilize HCS	Ins promoter up cell count
17	CCN(CC)CCN(C(=O)c1ccccc1OC)c1nc2ccc(F)cc2s1	-0.27	7	i	-1%	1.4%	0.77	4%	-1.3	1.4	-34	-0.44	7.4	686	i	-0.76	2.4	1083
18	O=C(O)Cn1cc(/C=C2/SC(=O)N(CC(=O)N3CCCCCC3)C2=O)c2ccccc21	-0.15	15	i	82µM*	-1.4%	-0.8	37%	-0.11	2.4	6	0.68	11	727	i	0.99	3.1	930
19	CC1CCN(c2nc3nonc3nc2Nc2ccc(F)cc2)CC1	-0.24	-29	i	6%	-1.4%	-0.013	-1%	.	1.8	-1	-0.0021	8.5	628	i	0.11	2.8	.
20	COc1ccc(N2C(N)=C(C#N)C(c3cccnc3)C3=C2CC(C)(C)CC3=O)cc1 (centres undefined)	0.16	0	i	2%	-2.3%	0.21	23%	.	25*	7	-0.32	35*	670	i	-0.28	50*	.
21	COC(=O)c1ccc(NC(=O)CCN2CCN(c3ccccc3)CC2)cc1	-0.19	.	+	1%	-1.9%	0.74	-8%	-0.38	2.3	6.2*	-0.28	5.5	.	i	-0.88	5.8	1256
22	CC1(C)CC(=O)C2=C(C1)N(c1ccc(F)cc1)C(=O)NC2(C(F)(F)F)C(F)(F)F	-0.19	.	i	5%	0.2%	-0.051	-4%	-0.28	2.0	-6	-0.2	7.8	.	i	-0.19	0.6	1503
23	Cc1cccc(CSc2nnc([C@@H]3CCCN3)o2)c1	-0.25	6	.	4%	.	0.71	5%	1.4	.	.	-0.46	.	528	i	-0.51	.	1070
24	COc1ccc(NC(=O)C2CCN(S(=O)(=O)c3ccc(Br)s3)CC2)cc1OC	-0.24	32	i	-1%	-0.9%	0.72	1%	0.04	1.1	4	0.44	11	753	i	-0.15	5.8	997

Carrying on.
item	smiles	Dynein transport cytoplasmic EGFP	Hep lipid drop	Autophagy HCS	M1AAP inhibition	CSM14.1 death rescue	Dynein transport cell count	P. falciparum M17LAP	Ins promoter up	MT stabilize HCS Hoechst-high %	Autophagy HCS cell loss 18 h	Dynein transport nuclear GR-EGFP	MT stabilize HCS cytotoxicity %	Hep lipid drop cells 6.5 µM	Yfh1-depleted yeast	Dynein transport	MT stabilize HCS	Ins promoter up cell count
25	COc1cc(-c2cc(C(=O)OCC(=O)Nc3ccc4c(c3)OCO4)c3ccccc3n2)cc(OC)c1OC	-0.012	-6	i	4%	-4.5%	-0.53	-2%	-0.32	2.7	-4	0.14	6.8	676	i	0.2	3.5	1204
26	O=[N+]([O-])c1ccc(F)cc1Oc1nc(-c2cccnc2)nc2ccccc12	-0.31	3	i	7%	-2.2%	0.86	0%	.	2.3	25	-0.41	2.9	721	i	-0.8	3.3	.
27	COc1cc(SC#N)ccc1N=Cc1c(C)[nH]n(-c2ccc(C)c(C)c2)c1=O	-0.013	12	i	3%	-2.8%	0.13	4%	0.27	1.5	8	0.53	2.4	576	i	0.65	3.4	1018
28	NC1=NC(=O)/C(=C\c2ccco2)S1	0.06	-3	.	10%	.	-0.92	26%	0.71	.	.	0.89	.	680	i	0.33	.	1041
29	O=C(NCc1ccccn1)C1CCN(S(=O)(=O)N2CCCC2)CC1	-0.13	-9	i	0%	-1.9%	-1	-6%	-0.58	3.0	11	1.7	2.9	689	i	3	3.0	1373
30	N#Cc1ccccc1S(=O)(=O)c1ccccc1C(=O)Nc1ccccc1	-0.16	0	i	15%	-1.2%	-0.048	30%	-0.31	3.2	15	0.66	8.8	693	i	0.97	4.9	1147
31	Cc1ncc(CN2CCC(CO)(CCOc3ccccc3)CC2)s1	-0.25	2	.	11%	.	0.35	16%	-0.14	.	.	-0.23	.	738	i	-0.52	.	1122
32	CC(C)OC(=O)CSc1nc2ncccc2[nH]1	-0.18	.	i	2%	0.4%	0.78	8%	0.63	1.5	-1	-0.41	9.3	.	i	-1	1.3	1205
